Rac1 GTP hydrolysis – MgcRacGAP GTPase-activating activity inhibitors, confirmation, biochemical, ADP Hunter fluorescence; AID 624330; actives 0.6% (n = 340,000); MgcRacGAP-stimulated Rac1 GTP hydrolysis, ADP Hunter fluorescence; higher % means a stronger effect; GST-tagged Rac1 F28L mutant substrate; one-dose inhibition, % at 30 µM; IC50 in µM for titrated hits;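 active means first-screen hits whose inhibition reached a set limit at any dose in the follow-up dose series; inconclusive means inhibition above the set first-screen limit but never retested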;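 further: fluorescence reports GDP produced by GAP-driven GTP hydrolysis; strong numbers were not always called active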
Siah-1 displacement – blockers of Siah-1 interaction with plectin peptide – biochemical, fluorescence polarization, rhodamine-plectin, uHTS, primary screen (AID 1817); Siah-1 / rhodamine-plectin peptide fluorescence polarization; higher % means a stronger effect; one-dose displacement, % at 20 µM; IC50 in µM for titrated hits; actives 0.02% (n = 290,000);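 active means displacement of at least 50% at 20 µM, with a fluorescence ratio check between 0.3 and a set limit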;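 further: plate controls were Siah plus tracer with DMSO for no effect and tracer alone without Siah for full effect; strong numbers were not always called active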
AID2073 – inhibitors of Mint1-CaV2.2 protein interaction, biochemical, HTRF (AID 2073); HTRF protein-protein interaction, Mint1-CaV2.2; higher % means a stronger effect; inhibition, % at 20 µM; hits with a dose series show IC50 in µM; actives 0.19% (n = 290,000); in the data active means inhibition mostly above about 51%, no sharp cut-off; inconclusive means no clear call, values can overlap the other calls; inactive means mostly below about 53%; further: some results filed as inactive read as strong as hits
RSV CPE inhibition – RSV antiviral activity via CPE protection, HEp-2 cells, primary 10 µM value included (AID 2391). HEp-2 cells, RSV-induced CPE inhibition; higher % means a stronger effect. one-dose CPE inhibition, % at 10 µM; IC50 in µM for titrated hits. actives 0.13% (n = 310,000); in the data active means a potency from the dose series; inconclusive means CPE inhibition mostly from about 23% at the one dose, without a potency; inactive means the rest, 99 in 100 with CPE inhibition below about 21%; further: strong numbers were not always called active
NS5 inhibitors – flavivirus cap methylation enzyme inhibition – biochemical, confirmation dose response, primary screen (AID 588689) | Dengue-2 NS5 methyltransferase capping enzyme assay, biochemical; higher % means a stronger effect | one-dose inhibition, % at 25 µM; IC50 in µM for titrated hits | actives 0.3% (n = 340,000); in the data active means a potency from the dose series; inconclusive means inhibition above about 29% without an active follow-up result
Large T inhibition – TAg ATPase/helicase activity blockers – biochemical (AID 1903); actives 0.39% (n = 310,000); inhibition, % at 20 µM, or IC50 in µM where a hit was titrated; SV40 large T antigen ATPase/helicase inhibition assay; higher % means a stronger effect; in the data active means a potency from the dose series; inconclusive means inhibition mostly from about 32% at the one dose, without a potency; inactive means the rest, 99 in 100 with inhibition below about 32%; further: strong numbers were not always called active
West Nile antiviral – West Nile virus antiviral activity, cell-based, CPE readout (AID 1621); West Nile virus-infected cells, CPE inhibition; higher % means a stronger effect; one-dose CPE inhibition, % at 10 µM; IC50 in µM for titrated hits; actives 0.02% (n = 290,000); in the data active means a potency from the dose series; inconclusive means CPE inhibition mostly from about 3.7% at the one dose, without a potency; inactive means the rest, 99 in 100 with CPE inhibition below about 2.2%; further: strong numbers were not always called active
UTI89 phage lysis – inhibition of K1F phage lysis, E. coli UTI89, bacterial capsule biogenesis inhibitors, alamar blue (AID 488966); E. coli UTI89 K1F phage lysis, alamar blue, 2 h; higher % means a stronger effect; actives 0.02% (n = 340,000); inhibition, % at 100 µM; hits with a dose series show IC50 in µM;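 active means phage lysis inhibition, versus mean bacterial control, above a set limit; inconclusive means no clear call, values can overlap the other calls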;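 further: capsule biogenesis inhibitors block K1F phage lysis so surviving cells raise fluorescence; higher fluorescence means more inhibition of phage lysis; actives were called in the ten point dose series up to 300 µM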
NTR1 ag – agonists of NTR1, primary screen, imaging, U2OS cells, beta-arrestin-GFP, high content (AID 493036); NTR1-U2OS beta-arrestin-GFP spot imaging, agonist mode; activation, % at 20 µM; actives 0.17% (n = 330,000);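 active means activation at or above 40% of the spot to cytoplasm intensity ratio, with at least 20 cells analyzed; inconclusive means wells under 20 cells, flagged as cytotoxic or low count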;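 further: 0% = DMSO without peptide and 100% = 100 nM NTR1 peptide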
Target sequence (P30989 whole entry, looked up): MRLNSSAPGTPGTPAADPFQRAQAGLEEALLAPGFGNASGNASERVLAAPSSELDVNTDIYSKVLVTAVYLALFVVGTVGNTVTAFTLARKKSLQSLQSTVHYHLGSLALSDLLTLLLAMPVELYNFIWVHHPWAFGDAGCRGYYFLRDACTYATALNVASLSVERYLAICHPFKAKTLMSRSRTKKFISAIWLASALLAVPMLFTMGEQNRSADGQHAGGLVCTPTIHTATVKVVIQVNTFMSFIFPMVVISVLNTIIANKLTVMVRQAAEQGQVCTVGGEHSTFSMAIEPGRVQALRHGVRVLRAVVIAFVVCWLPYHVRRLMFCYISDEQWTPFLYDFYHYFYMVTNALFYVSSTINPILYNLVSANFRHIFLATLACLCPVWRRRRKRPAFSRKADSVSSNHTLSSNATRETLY
NTR1 ag cell count 20 µM – also measured in NTR1 ag; calls as there; cell count; measured here: cell count, cytotoxicity flag
The depositor's hits bear a star; i = inactive; ? = inconclusive; · = not tested or not shown; [ ] = another dose, or the depositor's remark.

Letters: A = Rac1 GTP hydrolysis; B = Siah-1 displacement; C = AID2073; D = RSV CPE inhibition; E = NS5 inhibitors; F = Large T inhibition; G = West Nile antiviral; H = UTI89 phage lysis; I = NTR1 ag; J = NTR1 ag cell count 20 µM
> Cc1sc2ncnc(OCC(=O)c3ccc(S(=O)(=O)N4CCCC4)cc3)c2c1C
  A = 1%; B = 2%; C = -3%; D = 6.3%; E = -6%; F = 16%; G = -1.4%; H = 0.1%; I = 5.8; J = 80

> COc1ccc2c(c1)cc(C(O)c1ccccn1)n2S(=O)(=O)c1ccccc1 (stereo not drawn)
  A = 11%; B = -5%; C = -3%; D = 1.4%; E = -3%; F = 8%; G = 0.0%; H = -0.2%; I = 1.5; J = 49

> COc1cccc(CC(NC(C)=O)C(=O)NC2CCN(C(=O)C3CCCCC3)CC2)c1OC (stereo not drawn)
  A = 7%; B = 1%; C = -7%; D = ·; E = 1%; F = ·; G = 0.6%; H = -0.3%; I = 0.6; J = 29

> CCN1CCN(C(=O)CS(=O)Cc2nc(-c3cccc(C)c3)oc2C)CC1 (stereo not drawn)
  A = 6%; B = -2%; C = 4%; D = 0.6%; E = -4%; F = 15%; G = 0.1%; H = 0.1%; I = 0.4; J = 56

> C/C(CC(=O)Nc1ccc2c(c1)OCO2)=N\NC(=O)c1ccccc1N
  A = ·; B = -6%; C = -16%; D = 2.0%; E = ·; F = 11%; G = 0.6%; H = ·; I = -0.3; J = 46

> CCN(c1ccccc1)S(=O)(=O)c1cc(OC)ccc1OC
  A = 4%; B = 1%; C = -1%; D = 1.1%; E = 4%; F = 0%; G = -1.1%; H = 7.5%; I = -1.0; J = 71

> COc1ccc(CCNC(=O)CS(=O)(=O)Cc2nc(-c3ccc(C)cc3)oc2C)cc1OC
  A = 8%; B = -1%; C = -7%; D = 7.4%; E = 0%; F = -3%; G = -0.8%; H = 0.0%; I = 0.4; J = 54

> CCCCn1c(=O)[nH]c(=O)c2c(C(=O)OCC)cc(-c3ccc(OC(F)F)cc3)nc21
  A = 9%; B = 1%; C = 53%; D = -1.2%; E = -2%; F = 8%; G = -0.2%; H = 0.0%; I = 1.0; J = 31

> Cc1sc2nc[nH]c(=O)c2c1-c1ccc(F)cc1
  A = 1%; B = 1%; C = 3%; D = 1.0%; E = -2%; F = 3%; G = -0.8%; H = 0.5%; I = 0.6; J = 46

> COc1ccc(NC(=O)c2c(C)noc2C(C)C)cc1S(=O)(=O)N1CCCCC1
  A = 6%; B = ·; C = ·; D = -0.6%; E = 2%; F = ·; G = ·; H = 2.7%; I = 0.9; J = 55

> CC(=O)Nc1ccc(C(=O)COC(=O)c2c(C)noc2C)c(F)c1
  A = 4%; B = ·; C = ·; D = 0.9%; E = 4%; F = ·; G = ·; H = 0.6%[50 µM]; I = -0.8; J = 61

> CC(C)(CO)NC(=O)C(Cc1ccccc1)N1C(=O)c2ccccc2C1=O (stereo not drawn)
  A = 7%; B = 13%; C = 9%; D = 1.5%; E = -3%; F = 18%; G = -0.4%; H = 0.2%; I = 2.0; J = 100

> N#Cc1cnn2ccc(-c3ccc4c(c3)CCC4)nc12
  A = 2%; B = 1%; C = 48%; D = -2.5%; E = -7%; F = 10%; G = 1.0%; H = 0.5%; I = 2.7; J = 60

> CCOC(=O)c1c(C)c(C(=O)NCc2cccnc2)c(C)n1C
  A = 5%; B = -3%; C = -2%; D = 1.4%; E = -4%; F = 5%; G = 0.3%; H = i; I = 0.7; J = 46

> Cc1sc2ncnc(SCC#N)c2c1C
  A = 7%; B = -5%; C = -9%; D = 7.3%; E = -1%; F = 5%; G = -0.5%; H = 2.2%; I = 0.9; J = 49

> COc1ccc(Cc2c3cc(OC)c(OC)cc3cc[n+]2C)cc1OC
  A = -6%; B = -1%; C = -25%; D = 2.2%; E = 10%; F = 6%; G = -0.2%; H = 0.9%; I = 5.5; J = 87

> Cn1nnnc1SCC(=O)N1CCN(S(=O)(=O)c2ccc(Cl)cc2)CC1
  A = 7%; B = -3%; C = -4%; D = -0.7%; E = -3%; F = -10%; G = -0.6%; H = -1.2%; I = 0.1; J = 37

> O=C(Nc1ccccn1)c1cc(-c2cccc(Cl)c2)nc2ccccc12
  A = 1%; B = -2%; C = 10%; D = 3.7%; E = -7%; F = -7%; G = -0.6%; H = 0.5%; I = -1.8; J = 57

> Cc1ccc(S(=O)(=O)NCCC(=O)OCC(=O)N2CCCC2=O)cc1C
  A = 2%; B = ·; C = ·; D = 1.1%; E = -3%; F = 10%; G = ·; H = -1.6%; I = 1.4; J = 72

> Cc1ccc(NC(=O)CCCNC(=O)c2ccc(Cl)cc2)c(Br)c1
  A = 12%; B = 3%; C = -7%; D = -0.6%; E = -6%; F = 5%; G = -0.4%; H = 0.1%; I = -1.3; J = 57

> Cc1cccc(OCC(O)CN2C(C)(C)CC(O)CC2(C)C)c1C (stereo not drawn)
  A = 1%; B = -5%; C = 13%; D = 0.9%; E = -4%; F = 11%; G = -0.1%; H = -0.3%; I = -0.6; J = 72

> CCN(CC)S(=O)(=O)c1ccc(N(C)CCc2ccc(OC)c(OC)c2)nc1
  A = -4%; B = 1%; C = -5%; D = 15%; E = 1%; F = 6%; G = 1.2%; H = 0.0%; I = -1.0; J = 68

> CCc1ccc(OCC(=O)Nc2ccncc2)cc1
  A = 14%; B = 3%; C = -2%; D = 2.8%; E = ·; F = 10%; G = -1.0%; H = 2.3%; I = -0.7; J = 55

> CC1CCC(N2CCN(c3ncccn3)CC2)C1 (stereo not drawn)
  A = 9%; B = 6%; C = -1%; D = 2.8%; E = 10%; F = 9%; G = 0.0%; H = 1.2%; I = -0.1; J = 43

> COC(CNc1ncnc2sc(-c3ccccc3)cc12)OC
  A = 29%; B = 0%; C = 0%; D = 12%; E = -1%; F = 8%; G = -0.8%; H = 0.4%; I = 0.5; J = 76

Next part, starting with the last 3 of the part before.
Letters: A = Rac1 GTP hydrolysis; B = Siah-1 displacement; C = AID2073; D = RSV CPE inhibition; E = NS5 inhibitors; F = Large T inhibition; G = West Nile antiviral; H = UTI89 phage lysis; I = NTR1 ag; J = NTR1 ag cell count 20 µM
> CCc1ccc(OCC(=O)Nc2ccncc2)cc1
  A = 14%; B = 3%; C = -2%; D = 2.8%; E = ·; F = 10%; G = -1.0%; H = 2.3%; I = -0.7; J = 55

> CC1CCC(N2CCN(c3ncccn3)CC2)C1 (stereo not drawn)
  A = 9%; B = 6%; C = -1%; D = 2.8%; E = 10%; F = 9%; G = 0.0%; H = 1.2%; I = -0.1; J = 43

> COC(CNc1ncnc2sc(-c3ccccc3)cc12)OC
  A = 29%; B = 0%; C = 0%; D = 12%; E = -1%; F = 8%; G = -0.8%; H = 0.4%; I = 0.5; J = 76

> O=C(NCC1CCCO1)c1cc(C(=O)C2CCCCC2)c[nH]1 (stereo not drawn)
  A = 5%; B = 5%; C = -1%; D = 3.4%; E = -11%; F = -1%; G = -0.4%; H = 0.6%; I = 2.4; J = 53

> C/C(=N\NC(=O)c1nnn(-c2nonc2N)c1COc1ccc(F)cc1)c1ccc(Cl)cc1
  A = 13%; B = 16%; C = 18%; D = ·; E = 0%; F = 10%; G = 0.4%; H = 2.0%; I = -1.1; J = 42

> COC(=O)c1ccccc1NC(=S)NC(C)=O
  A = 7%; B = 6%; C = -10%; D = 6.8%; E = -11%; F = 0%; G = 0.5%; H = -0.4%; I = -0.2; J = 29

> O=C(O)c1ccc(-c2nc(-c3ccccc3)c(-c3ccccc3)[nH]2)cc1
  A = -2%; B = 0%; C = 39%; D = ?; E = -1%; F = 14%; G = 1.1%; H = -2.4%[50 µM]; I = 1.0; J = 49

> Cc1nc(N/N=C/c2ccccn2)sc1C
  A = ·; B = -3%; C = -7%; D = -1.4%; E = ·; F = 16%; G = -0.5%; H = ·; I = ·; J = ·

> Cc1cccc(/C=C2\Sc3ccc(C(=O)NCC4CCCO4)cc3N(C)C2=O)c1 (stereo not drawn)
  A = -7%; B = 2%; C = -5%; D = 4.9%; E = -1%; F = 9%; G = 0.2%; H = -0.4%; I = 2.6; J = 54

> C[C@H](CO)N1C[C@H](C)[C@@H](CN(C)C(=O)Nc2ccc3c(c2)OCO3)Oc2ccc(NC(=O)Cn3cnnn3)cc2C1=O
  A = 6%; B = ·; C = ·; D = ·; E = -2%; F = ·; G = ·; H = 0.5%; I = -0.1; J = 60

> O=S(=O)(c1ccc(Oc2ccc(S(=O)(=O)N(CCO)CCO)cc2)cc1)N(CCO)CCO
  A = 1%; B = 7%; C = 31%; D = 0.8%; E = ·; F = -3%; G = ·; H = 1.4%; I = -0.5; J = 100

> COc1ccc(CC(=O)NC(C)(C)CC(C)=O)cc1OC
  A = 4%; B = -1%; C = -4%; D = 1.9%; E = -1%; F = -2%; G = 0.7%; H = 1.4%[50 µM]; I = -0.5; J = 65

> COc1ccc(CC2(CO)CCN(Cc3cnc(-c4ccccc4C)nc3)CC2)cc1
  A = 10%; B = 1%; C = 5%; D = -0.2%; E = 3%; F = 24%; G = -1.1%; H = 0.2%; I = -1.5; J = 64

> Cc1ccc(S(=O)(=O)Cc2ccc(C(=O)NCCCN3CCN(C)CC3)o2)cc1
  A = 3%; B = -1%; C = -1%; D = 1.0%; E = -3%; F = 5%; G = -0.2%; H = 0.1%; I = -0.7; J = 102

> O=C(CSc1cn[nH]n1)Nc1nc2ccccc2s1
  A = 4%; B = 1%; C = -3%; D = 2.3%; E = -8%; F = 7%; G = 0.0%; H = 0.9%; I = 0.8; J = 50

> CCCC(=O)Nc1ccc(N2CCN(C(=O)CCC)CC2)cc1
  A = 9%; B = -2%; C = -4%; D = 1.1%; E = -7%; F = 21%; G = -0.6%; H = 0.4%; I = -1.5; J = 76

> CCCCc1ccc(NC(=S)NCCCN2CCOCC2)cc1
  A = 9%; B = 0%; C = -21%; D = -1.8%; E = -4%; F = 0%; G = 0.0%; H = 0.1%; I = -1.5; J = 75

> O=S(=O)(c1ccccc1)c1nc(-c2ccco2)oc1N1CCOCC1
  A = 11%; B = 3%; C = ?; D = 0.2%; E = -1%; F = 10%; G = 0.5%; H = 0.2%; I = -1.4; J = 45

> CCOC(=O)c1nc(C)c(C(C)=O)s1
  A = 9%; B = 5%; C = 7%; D = 0.0%; E = 4%; F = 0%; G = 0.9%; H = -0.6%; I = -2.2; J = 80

> CC(C(=O)Nc1ccc(S(=O)(=O)Nc2ncccn2)cc1)N1C(=O)c2ccccc2S1(=O)=O (stereo not drawn)
  A = 6%; B = ·; C = ·; D = 1.6%; E = -7%; F = 8%; G = ·; H = 1.5%[50 µM]; I = -0.6; J = 54
